CD40 NFkB inh = CD40 pathway inhibition in BL2 cells; BL2 NF-kB luciferase reporter, CD40L-induced, 4 h; inhibition, % at 10 µM; actives 0.94% (n = 83,000); AID 1053188;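 active = mean inhibition of at least 50% with a set share of replicates also reaching that level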;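 note: 0% = neutral control wells and 100% = IKK inhibitor VII at 50 µM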
The depositor's hits bear a star; [ ] = another dose, or the depositor's remark. An excerpt; the hit share may differ from the screen's.

SMILES	CD40 NFkB inh
Cc1onc(-c2ccccc2)c1C(=O)N1CCN(c2ccccc2)CC1	3
O=C(NC1CCCN(Cc2ccc(Cl)cc2)C1)c1cccc(N2CCCC2=O)c1 (stereo not drawn)	8
CC(c1ccon1)N(C)C(=O)CCc1nnc(Cc2ccc(-c3ccccc3)cc2)o1 (stereo not drawn)	-27
N#C[C@@H]1[C@H](c2ccc(-c3ccc(F)cc3)cc2)[C@H](CO)N1C(=O)Cc1ccccc1	-5
O=C1CC(c2ccc(F)cc2)Cc2nc(N3CCOCC3)ncc21 (stereo not drawn)	2
COC(=O)c1cc(/C=C/c2ccccc2)[nH]n1	-44
O=C(CN1C(=O)NC(Cc2c[nH]c3ccccc23)C1=O)NC1CCCCC1 (stereo not drawn)	0
O=C(c1ccccc1)N1CCN(c2ccc([N+](=O)[O-])c(N3CCOCC3)c2)CC1	7
O=C1N[C@H](c2ccccc2)COCc2cn(nn2)CC[C@H]1Cc1ccc(C(F)(F)F)cc1	-5[25 µM]
O=C(Nc1cc(F)ccc1F)N[C@@H]1CC[C@H](CCn2cc(C3CCCCC3)nn2)O[C@@H]1CO	12[25 µM]
c1ccc(-c2cc(-c3cc(-c4ccccc4)on3)no2)cc1	-6
O=C(NCC1CC1)[C@H]1[C@H](CO)[C@H]2Cn3c(ccc(-c4cccc(F)c4)c3=O)[C@H]2N1CC1CCOCC1	0[25 µM]
COc1ccc(N2C(=O)NC(NC(=O)c3ccncc3)(C(F)(F)F)C2=O)cc1 (stereo not drawn)	9
CCOC(=O)c1cnc2ccccc2c1Nc1ccc2c(c1)OCCO2	45
O=[N+]([O-])c1ccccc1N/N=C1\CC2CC=CC12 (stereo not drawn)	-23
Cc1ccc(S(=O)(=O)N(C)C[C@@H]2OCc3cnnn3CCCC(=O)N([C@@H](C)CO)C[C@H]2C)cc1	-1
C1=C(CN2CCOCC2)COc2c1cccc2OCC1CNCCO1 (stereo not drawn)	1[25 µM]
CCS(=O)(=O)N1CCCCN2[C@H](CO)[C@@H](c3ccc(-c4ccccc4F)cc3)[C@H]2C1	10[25 µM]
CNc1ccccc1C(=O)OCC(=O)Nc1ccc2c(c1)OCO2	9
Cc1ccc(S(=O)(=O)N[C@H]2CC[C@H](CCn3cc(C4CCCC4)nn3)O[C@@H]2CO)cc1	10

Single entries from the results shown.
`CCOC(=O)c1cnc2ccccc2c1Nc1ccc2c(c1)OCCO2` – CD40 NFkB inh = 45
`Cc1ccc(S(=O)(=O)N(C)C[C@@H]2OCc3cnnn3CCCC(=O)N([C@@H](C)CO)C[C@H]2C)cc1` – CD40 NFkB inh = -1
`O=C(NCC1CC1)[C@H]1[C@H](CO)[C@H]2Cn3c(ccc(-c4cccc(F)c4)c3=O)[C@H]2N1CC1CCOCC1` – CD40 NFkB inh = 0[25 µM]
`O=[N+]([O-])c1ccccc1N/N=C1\CC2CC=CC12` (stereo not drawn) – CD40 NFkB inh = -23
`C1=C(CN2CCOCC2)COc2c1cccc2OCC1CNCCO1` (stereo not drawn) – CD40 NFkB inh = 1[25 µM]

The results go on:
SMILES	CD40 NFkB inh
COc1cccc2c1OCC([C@@H]1C[C@H]3CN(Cc4cccc(Cl)c4)C(=O)[C@]34CCCN14)=C2	3
C[C@H]1CN([C@@H](C)CO)C(=O)c2ccccc2-c2ccccc2CO[C@@H]1CN(C)C(=O)c1ccc(F)cc1	1[25 µM]
CC(=O)c1c(C)[nH]c(C(=O)COc2ccc(C#N)cc2)c1C	23
CS(=O)(=O)N(CC(=O)NCCSc1ccccn1)c1cccc2ccccc12	3
CC(C)(O)C#Cc1ccc([C@H]2[C@@H](CO)N3CCCCN(S(C)(=O)=O)C[C@@H]23)cc1	0[25 µM]
C[C@@H]1CN([C@H](C)CO)C(=O)CCCn2cc(nn2)CO[C@@H]1CN(C)C(=O)Nc1ccc(N2CCN(C)CC2)cc1	-3
CCOC(=O)c1cnc2ccc(Br)cc2c1NCC(C)O (stereo not drawn)	9
CCOc1ccc(CCNC(=O)COC(=O)C2=NNC(=O)CC2)cc1OCC	-4
COc1cc2ccc(-c3ccc4ccccc4n3)cc2cc1OC	-62
COc1ccccc1C(=O)OCCNC(=O)Cn1cnc2c1c(=O)n(C)c(=O)n2C	14
C[C@H](CO)N1C[C@H](C)[C@H](CN(C)C(=O)Nc2ccc(-c3ccccc3)cc2)OCc2ccccc2-c2c(n(C)c3ccccc23)C1=O	-11
COc1ccc(CC(=O)Nc2cc(S(=O)(=O)N3CCOCC3)ccc2N2CCCC2)cc1OC	-5
O=C(COc1cccc2c1CCN(Cc1ccccc1F)C2=O)N1CCOCC1	-4
CC(=O)Nc1cccc(C(=O)OCC(=O)N(c2ccccc2)C2CCS(=O)(=O)C2)c1 (stereo not drawn)	0
CCC(C)N(C(=O)CSc1nnc(COc2ccccc2F)n1N)C1CCS(=O)(=O)C1 (stereo not drawn)	-3
COc1cccc(C(=O)Nc2ccc(-c3nnc(-c4ccco4)o3)cc2)c1	-4
COc1cccc(-c2ccccc2[C@@H]2[C@H](C#N)N(C(=O)Cc3ccccc3)[C@H]2CO)c1	9[25 µM]
O=C1NC(=O)C2(CCCCC2)N1	5
O=C(c1ccncc1)N1CCCC(N2CCN(c3ccc(F)cc3)CC2)C1 (stereo not drawn)	8
CCOC(=O)C1CCN(Cc2cc(=O)n3c(-c4ccccc4)csc3n2)CC1	5
CC(=O)N1CC[C@H]2[C@H](CO)Nc3ccc(-c4ccc(F)cc4)cc3[C@H]21	1
CN1C(=O)c2cc(NS(=O)(=O)c3cccc(F)c3)ccc2OC[C@H]2O[C@@H](CC(=O)NCCN3CCCCC3)CC[C@@H]21	3[25 µM]
O=S(=O)(NC1CCCCC1NCc1ccco1)c1ccccc1 (stereo not drawn)	8
CCC(=O)NC(c1ccccc1OC)c1ccc2cccnc2c1O (stereo not drawn)	88*
CC(Oc1ccc2ccc(=O)oc2c1)C(=O)N1CCOCC1 (stereo not drawn)	-9
CCC(=O)Nc1ccc(-c2ccc(NC(=O)CC)c(OC)c2)cc1OC	-10
CCS(=O)(=O)Nc1ccc2c(c1)C(=O)N(C)C[C@H](OC)[C@@H](C)CN(CC1CCCC1)[C@@H](C)CO2	6
COCC(=O)N1[C@H](CO)[C@@H](c2ccccc2C2=CCCC2)[C@@H]1C#N	-7[25 µM]
CCOc1ccc(-c2cc(C(=O)NCc3ccc(F)cc3)[nH]n2)c(C)c1	4
CCS(=O)(=O)N1[C@H](CO)[C@@H](c2ccc(C#Cc3ccccc3F)cc2)[C@@H]1C#N	65*[25 µM]
C[C@H](CO)N1C[C@H](C)[C@H](CN(C)S(=O)(=O)c2ccccc2F)OCc2ccccc2-c2ccccc2C1=O	13
CCOc1ccc(CCNC(=O)CN2C(=O)NC(CCSC)C2=O)cc1OCC (stereo not drawn)	9
Cc1ccc(-n2c(SCc3cc(=O)n4ccsc4n3)nnc2-c2cccnc2)c(C)c1	2
COc1ccccc1-n1c(N)c(C(=O)NCC2CCCO2)c2nc3ccccc3nc21 (stereo not drawn)	10
CNC[C@@H]1OCCCC[C@@H](C)Oc2ccc(NC(=O)Nc3ccc(OC)cc3)cc2C(=O)N([C@H](C)CO)C[C@H]1C	-21[25 µM]
CC1CN(C(=O)Nc2ccc(F)cc2)C2(CCCCCC2)O1 (stereo not drawn)	7
O=C(N[C@H]1CC[C@@H](CCNS(=O)(=O)c2cccc(Cl)c2)O[C@H]1CO)c1ccc(F)cc1	2
O=C(NCCN1CCOCC1)N1c2ccccc2Sc2ccccc21	6
CCS(=O)(=O)N1CC2(C1)[C@@H](c1ccccc1)[C@@H](CO)N2C(=O)c1ccccc1	-8[25 µM]
COc1ccccc1-c1ccc([C@@H]2[C@@H](CO)N3CCCCN(C(=O)c4cccnc4)C[C@@H]23)cc1	-2[25 µM]

Not a retest: an excerpt of the list.
SMILES	CD40 NFkB inh
CC1CN(C(=O)Nc2ccc(F)cc2)C2(CCCCCC2)O1 (stereo not drawn)	7
O=C(N[C@H]1CC[C@@H](CCNS(=O)(=O)c2cccc(Cl)c2)O[C@H]1CO)c1ccc(F)cc1	2

Next part
SMILES	CD40 NFkB inh
O=C(O)C1C2OC3C(OC(=O)C31)C2Br (stereo not drawn)	8
CC(=O)OCCNC(=O)Cn1cnc2c1c(=O)n(C)c(=O)n2C	5
O=C(Nc1ncccc1O)c1ccc(S(=O)(=O)NCc2ccco2)cc1	-7
CC(C)[C@H](C)NC(=O)N(C)C[C@H]1OCc2ccccc2-c2ccccc2C(=O)N([C@@H](C)CO)C[C@H]1C	-4
CC1C=NC(S(=O)(=O)N2CC[C@@H]3[C@H]2c2cc(-c4ccccc4F)ccc2N(C)[C@H]3CO)=N1 (stereo partly drawn)	-14[25 µM]
O=C(NCC1CC1)[C@@H]1[C@@H](CO)[C@@H]2Cn3c(ccc(-c4ccncc4)c3=O)[C@H]1N2Cc1nccs1	-3[25 µM]
O=C(NCC1CCCCC1)[C@H]1[C@H](CO)[C@H]2Cn3c(cccc3=O)[C@@H]1N2C(=O)c1ccncc1	5[25 µM]
CCCNC(=O)[C@H]1N[C@H]2c3ccc(C4=CCCC4)c(=O)n3C[C@H]2[C@@H]1CO	-2[25 µM]
O=C(Nc1nc(NC(=O)c2ccco2)n(-c2ccccc2)n1)c1ccccc1	26
CCNc1cc(Cl)nc(SC)n1	-1
C[C@@H](C(=O)NC1CCCC1)N1C(=O)N2CCc3c([nH]c4ccccc34)[C@@]2(C)C1=O	2
C[C@H]1CN([C@@H](C)CO)C(=O)CCCn2cc(nn2)CO[C@H]1CN(C)S(=O)(=O)c1ccc(-n2cccn2)cc1	-10[25 µM]
O=C1CCCC/C1=C\Nc1ccc(O)cc1	5
CN(C)C(=O)c1cccc(-c2ccc(C3[C@@H]4CN(C(=O)Cc5ccccc5)C[C@H]3N4)cc2)c1 (stereo partly drawn)	-3[25 µM]
CC(C)CC(NC(N)=O)C(=O)Nc1ccc(Cl)c(Cl)c1 (stereo not drawn)	15
Cc1cc(C)n2nc(SCC3COc4ccccc4O3)nc2n1 (stereo not drawn)	-47
Cn1cnc(S(=O)(=O)N[C@H]2C=C[C@H](CC(=O)NCC3CC3)O[C@@H]2CO)c1	-9
O=C(NC1CCCCCC1)C1CCCN(S(=O)(=O)c2cnc[nH]2)C1 (stereo not drawn)	6
C[C@@H]1CN(C2CCN(Cc3nc(CC4CC4)no3)CC2)C[C@H](C)O1	3
O=C(NCc1ccc2c(c1)OCO2)C1CCC(CNS(=O)(=O)c2ccccc2)CC1 (stereo not drawn)	10

Sorted by value in CD40 NFkB inh (falling): three from the list above.
SMILES	CD40 NFkB inh
O=C(NCc1ccc2c(c1)OCO2)C1CCC(CNS(=O)(=O)c2ccccc2)CC1 (stereo not drawn)	10
O=C(NC1CCCCCC1)C1CCCN(S(=O)(=O)c2cnc[nH]2)C1 (stereo not drawn)	6
C[C@@H]1CN(C2CCN(Cc3nc(CC4CC4)no3)CC2)C[C@H](C)O1	3

Other entries.
SMILES	CD40 NFkB inh
COc1ccc(-c2cn(CC[C@@H]3CC[C@@H](NC(=O)c4cnccn4)[C@H](CO)O3)nn2)cc1	1[25 µM]
CC(C)NC(=O)N(C)C[C@@H]1OCc2cnnn2CCCC(=O)N([C@H](C)CO)C[C@H]1C	-3
CCCCN(C(=O)CSc1c(C)c(C)cc(C)c1C)c1c(N)n(CCC)c(=O)[nH]c1=O	10
Cn1c(N)c(C(=O)CSc2nc(N)cc(N)n2)c(=O)n(C)c1=O	9
O=C1c2cccnc2C(=O)N1CNc1ccc(Cl)cc1	0
O=C(c1ccccn1)N1C[C@H]2[C@@H](c3ccccc31)[C@H](CO)N2C(=O)Nc1ccccc1Cl	5[25 µM]
N#C[C@H]1[C@@H](c2ccccc2/C=C/c2ccccc2)[C@@H](CO)N1S(=O)(=O)c1cccc(F)c1	-6[25 µM]
C(=C\c1nc(N2CCCC2)c2ccccc2n1)/c1ccccc1	-50
CCS(=O)(=O)N1CC2(CN(Cc3ccccc3F)[C@@H](CO)c3[nH]c4cc(OC)ccc4c32)C1	-3[25 µM]
CO[C@H]1CN(C)C(=O)c2ccc(NC(=O)Nc3cc(F)ccc3F)cc2OC[C@H](C)N(C(=O)c2ccccn2)C[C@@H]1C	10[25 µM]
CC(OC(=O)Cn1cnc2ccccc2c1=O)C(=O)NCc1ccccc1 (stereo not drawn)	41
C[C@@H]1CN([C@@H](C)CO)C(=O)c2cccc(NC(=O)Nc3ccc(F)cc3)c2O[C@@H]1CN(C)CC1CCCCC1	14[25 µM]
CCOC(=O)c1ccc(S(=O)(=O)N2CCN(C/C=C/c3ccccc3)CC2)cc1	-8
O=S(=O)(c1cccc(S(=O)(=O)N2CCCC2)c1)c1cccc(S(=O)(=O)N2CCCC2)c1	11
O=C(CN1C(=O)COc2ccccc21)N1CCc2ccccc2C1	-6
O=C(NCc1ccccc1)Nc1cccc2ccccc12	0
O=C(COc1coc(CN2CCc3ccccc32)cc1=O)Nc1cccc(F)c1	17
COCCCn1c(=O)/c(=C/c2ccccc2OC(F)F)s/c1=C(\C#N)C(=O)NCCOC	4
COc1ccc(CNC(=O)CCn2c(C)csc2=O)cc1	2
COc1ccc(OCC(=O)N2CCc3c([nH]c4ccccc34)C2c2ccccn2)cc1 (stereo not drawn)	4

Molecules from the list above with bromine:
SMILES	CD40 NFkB inh
CCOC(=O)c1cnc2ccc(Br)cc2c1NCC(C)O (stereo not drawn)	9
O=C(O)C1C2OC3C(OC(=O)C31)C2Br (stereo not drawn)	8

Remaining list, next part
SMILES	CD40 NFkB inh
COc1cccc(NC(=O)N2C[C@H](O)COC[C@H]3O[C@H](CC(=O)N(C)C)CC[C@@H]32)c1	-7[25 µM]
Cc1ccc(CSc2nnc(CC(=O)Nc3ccc(C)cc3)n2C)cc1	-4
CCOC(=O)c1[nH]c(=O)c2ccccc2c1O	4
CCCCn1c(N)c(N(CCOC)C(=O)CSc2nnc(-c3ccncc3)n2CCC)c(=O)[nH]c1=O	6
CC1(C(=O)NS(=O)(=O)c2cccc(C#N)c2)CCN1C(=O)Cc1ccccc1 (stereo not drawn)	4
CC(NC(=O)C1CCCN1S(=O)(=O)c1cccc2cccnc12)c1ccccc1 (stereo not drawn)	14
Cc1c(C)n(C)c2ccc(C(=O)NCCCN3CCCCC3)cc12	8
Cc1ccccc1S(=O)(=O)N1[C@@H](C#N)[C@@H](c2ccc(C#CC3CCCC3)cc2)[C@@H]1CO	-1
Cc1c(NC(=O)CSc2nc3ccccc3[nH]2)c(=O)n(-c2ccccc2)n1C	8
O=C(CCC(=O)N1CCOc2ccccc21)NCCN1CCOCC1	3
COC1CCN(C(=O)c2cc(COc3cc(C)ccc3C)on2)CC1	-19

Bioassay records: PubChem BioAssay, Broad Institute
